# From PubChem BioAssay
# PGC1a acetyl inh: modulators of PGC1a acetylation | U2OS PGC1a acetylation, AlphaScreen anti-acetyl-lysine; with virally co-expressed GCN5 acetyltransferase | inhibition, % at 15.6 µM | 350,000 tested, 0.17% active;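 active = every replicate shows inhibition of at least 40%; inconclusive = mean inhibition at least 40% but some replicate below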;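 note: 0% = neutral control wells and 100% = positive control wells; some results beyond the cut were filed as inactive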
# LGR2 inh: inhibitors of bursicon-induced Drosophila LGR2 receptor cAMP signaling | HEK293 LGR2, CRE-luciferase, bursicon-stimulated, 4 h | inhibition, % at 9.99 µM | 380,000 tested, 0.35% active;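 active = drop in luminescence signal, shown as inhibition above about 50% in the replicate tests, limit read from the data, passing the limit was not always enough; inconclusive = probably only some replicates passing the limit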;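 note: agonist challenge used bursicon conditioned medium at about half maximal strength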
# ERAP1 HTS inh: ERAP1 (human) enzyme inhibition; Q9NZ08; recombinant ERAP1, Leu-AMC fluorescence, 60 min; inhibition, % at 10.7 µM; 340,000 tested, 0.15% active; AID 652197;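 active = mean replicate inhibition of at least 30%, or all replicates individually reaching that 30% level; inactive = mean below 30% and not every replicate reaching it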;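 note: 0% = neutral control wells and 100% = L-leucinethiol positive control wells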
# Target sequence (Q9NZ08 whole entry, looked up): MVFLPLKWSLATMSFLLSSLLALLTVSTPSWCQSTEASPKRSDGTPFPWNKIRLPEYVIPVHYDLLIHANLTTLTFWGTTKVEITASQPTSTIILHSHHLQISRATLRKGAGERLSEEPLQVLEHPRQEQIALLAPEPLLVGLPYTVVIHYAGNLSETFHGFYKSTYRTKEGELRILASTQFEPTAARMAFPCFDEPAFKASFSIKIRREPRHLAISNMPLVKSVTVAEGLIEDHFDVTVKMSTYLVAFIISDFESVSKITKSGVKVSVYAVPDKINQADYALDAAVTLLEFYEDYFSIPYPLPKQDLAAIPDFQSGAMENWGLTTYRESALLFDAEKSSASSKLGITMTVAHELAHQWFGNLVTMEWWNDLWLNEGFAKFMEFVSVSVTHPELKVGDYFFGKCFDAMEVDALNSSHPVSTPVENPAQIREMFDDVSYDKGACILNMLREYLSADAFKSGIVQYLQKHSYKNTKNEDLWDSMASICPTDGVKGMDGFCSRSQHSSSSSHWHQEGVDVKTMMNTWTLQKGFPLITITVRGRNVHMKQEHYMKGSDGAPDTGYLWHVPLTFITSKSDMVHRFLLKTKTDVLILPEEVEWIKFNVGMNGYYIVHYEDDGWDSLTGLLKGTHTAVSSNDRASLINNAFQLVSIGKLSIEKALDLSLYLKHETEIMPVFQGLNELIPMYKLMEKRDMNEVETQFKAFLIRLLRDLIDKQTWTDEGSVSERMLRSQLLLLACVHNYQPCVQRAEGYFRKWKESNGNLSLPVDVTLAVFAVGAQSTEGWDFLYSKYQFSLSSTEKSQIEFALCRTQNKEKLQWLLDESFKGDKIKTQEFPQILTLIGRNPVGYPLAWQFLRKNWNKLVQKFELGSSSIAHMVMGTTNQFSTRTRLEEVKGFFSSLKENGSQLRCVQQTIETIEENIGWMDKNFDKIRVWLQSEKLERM
# FN deposit inh: fibronectin deposition inhibition. AH1F fibroblasts, Alexa488-fibronectin deposition fluorescence, overnight. inhibition, % at 12.6 µM. 350,000 tested, 0.086% active. AID 743247;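 active = mean inhibition across replicates of 30% or more, regardless of how many single replicates reach that level; inconclusive = mean under 30% yet at least half of replicates reach 30%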;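 note: positive control wells lacked labelled fibronectin entirely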
#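 material = AH1F fibroblast monolayer depositing Alexa488-labelled fibronectin into matrix | amount = 10000 AH1F cells/well | buffer or medium = DMEM plus 2% serum, read in PBS | incubation = 1 h cell adhesion before compound, then overnight fibronectin incubation | detection = fluorescence at 485 nm excitation, 525 nm emission | evaluation = percent inhibition as loss of matrix-bound fibronectin fluorescence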
# PglD inh: PglD (C. jejuni) enzyme inhibition; purified PglD enzyme, DTNB colorimetric CoA detection; inhibition, % at 12.5 µM; 360,000 tested, 0.098% active; AID 602405; in the data active = inhibition above about 16%, passing the limit was not always enough; inconclusive = no clear call, values can overlap the other calls; note: strong numbers were not always called active
# EWS-Fli inh: inhibitors of EWS/Fli oncoprotein transcriptional activity; inhibition, % at 12.6 µM; A673 NR0B1-luciferase reporter, viability-normalised; 350,000 tested, 0.67% active;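 active = mean inhibition of at least 50% after viability correction, with every replicate also passing that limit; inconclusive = mean reaches 50% but only one of two replicates passes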;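 note: firefly luciferase signal divided by Alamar Blue viability fluorescence both relative to DMSO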
# PAX8 inh HTS: lowers PAX8-driven luciferase in RMG-I cells; RMG-I TPO-luciferase reporter, SteadyGlo, 24 h; inhibition, % at 12.6 µM; 360,000 tested, 1.2% active; AID 652154;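 active = mean replicate inhibition at least 60% with every replicate also reaching 60%; inconclusive = only one of the two criteria is met; inactive = mean below 60% and not all replicates reaching 60%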;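 note: luciferase light reporting Pax8 driven TPO promoter activity; plate controls were median of neutral control wells for no effect and mitoxantrone controls for full effect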
# S100A4 inh HTS: S100A4-myosin IIA interaction inhibition | P26447 | S100A4/TAMRA-MyoIIA peptide fluorescence polarization | inhibition, % at 10.7 µM | 360,000 tested, 0.14% active;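 active = mean inhibition of at least 70% across replicates, with every replicate also reaching that level; inconclusive = mean inhibition reaches 70% but some replicates fall short; inactive = mean inhibition below 70%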
# Target sequence (P26447 whole entry, looked up): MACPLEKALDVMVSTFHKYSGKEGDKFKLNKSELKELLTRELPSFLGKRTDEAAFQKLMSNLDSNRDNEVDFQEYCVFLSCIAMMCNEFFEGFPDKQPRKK
#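 Material: human S100A4 monomer with TAMRA-labelled myosin IIA peptide; buffer or medium: HEPES pH 7.2 with CaCl2, KCl, NaCl, DTT, Triton; compound dosing: one concentration per compound; schedule: 5 min incubation before reading; benchmarks: neutral control DMSO, positive control TFP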
# Active calls of the source: *; u = inconclusive; x = not tested or not shown; & = joins results of further samples.
SMILES,PGC1a acetyl inh,LGR2 inh,ERAP1 HTS inh,FN deposit inh,PglD inh,EWS-Fli inh,PAX8 inh HTS,S100A4 inh HTS
C[C@@H]1CCCCO[C@H](CN(C)S(=O)(=O)c2ccc(Cl)cc2)[C@H](C)CN([C@H](C)CO)C(=O)c2cc(NC(=O)c3ccncc3)ccc2O1,-14,-6,4,9,1,21,7,-3
Cc1cc(O)cc(=O)n1-c1ccc(Cl)c(C(F)(F)F)c1,x,3,0,1,x,-25,-29,-6
N=c1c(C(=O)NCc2ccco2)cc2c(=O)n3ccccc3nc2n1CC1CCCO1 (stereo unspecified),2,x,x,-3,-2,x,-11,x
O=C(Nc1ccc(F)cc1)C1CC(=O)N(Cc2ccco2)C1 (stereo unspecified),5,1,1,7,-8,-2,22,-10
CC1CCCCN1C(=S)NCc1ccco1 (stereo unspecified),3,1,-1,x,x,-4,-13,-5
COc1ccc(F)cc1C(=O)C1CCCN(C(=O)CCN2CCCCO2)C1 (stereo unspecified),x,-3,-2,6,x,-3,4,1
COc1ccccc1N1CC(C(=O)Nc2cc(C(F)(F)F)ccc2N2CCCC2)CC1=O (stereo unspecified),x,-16,-4,-1,1,2,11,0
COc1ccc(NC(=O)N(C)C[C@H]2Oc3ncc(C#C[C@@H](C)O)cc3C(=O)N([C@H](C)CO)C[C@H]2C)cc1,8&5&5,6&-2,10&10&0,6,-1&3&-2,-5&-9&-23,-2&-3,-5&-9&-1
N#Cc1ccc(CSc2nnc(-c3cccnc3)o2)cc1,-9,-17,-2,-6,x,10,-16,-25
CCN(CC)C(=O)C1=C(C)N(Cc2ccc(C(C)(C)C)cc2)C(=O)C(CC(=O)NCc2ccco2)C1 (stereo unspecified),3,4,x,1,3,17,16,1
C=CC[C@@H](Cc1ccc(F)cc1)C(=O)OC[C@H]1CCCN1C(=O)[C@H](CC=C)CC(=O)N[C@H](CO)Cc1ccccc1,13,8,4,15,0,-3,8,-3
O=C(c1cccc(Oc2c(Cl)cccc2[N+](=O)[O-])c1)N1CCOCC1,x,4,2,13,1,2,0,0
COCCCn1c(C(=O)NCCC2=CCCCC2)cc2c(=O)n3ccccc3nc21,2,-25,0,-10,-2,0,10,0
O=c1cc(N/N=C/c2ccccc2)[nH]c(=O)[nH]1,7,-23,x,-6,5,18,-7,-2
Cc1ccc(SCCC(=O)NCc2ccccn2)cc1,4,3,-2,6,0,3,-1,-1
O=C1/C(=C/c2ccc(O)cc2)SC(=S)N1CC1CCCO1 (stereo unspecified),5,-19,-4,4,x,3,3,-4
COc1cc(C2/C(=C(\O)c3ccc4c(c3)CC(C)O4)C(=O)C(=O)N2c2nnc(C)s2)cc(OC)c1OC (stereo unspecified),5,-4,4,5,0,-2,-6,9
COc1cccc(CNC(=O)[C@@H]2CCCN2C(=O)[C@@H]2CCCN2C(=O)c2cccs2)c1,x,6,1,1,x,-2,12,4
Cc1ccc(N=C2SCCCN2C(=O)c2cccc(N3C(=O)CCC3=O)c2)cc1Cl,x,-12,-1,-4,-5,-2,-6,-1
CC1CCc2[nH]c3ccc(C(=O)N(C)CC(=O)Nc4ccccc4C(F)(F)F)cc3c2C1 (stereo unspecified),x,17,-1,3,5,-55,x,0
CCCn1c(SCC(=O)c2[nH]c(C)c(C(C)=O)c2C)n[nH]c1=O,4,1,-2,-2,-14,-4,0,1
Cc1cc2[nH]cnc2c([N+](=O)[O-])c1C,1,7,-3,-7,x,-3,-4,6
COc1ccc(Nc2nc(N)nc(CSC(=S)N3CCCCC3)n2)cc1,-7,-55,-2,-2,16,-25,-39,-2
Cc1cccc(N=c2c([N+](=O)[O-])nn(-c3ccc(Cl)cc3)n2O)c1,0,-11,x,1,-1,-13,-22,-6
CO[C@H](CN(C)S(=O)(=O)c1cn(C)cn1)[C@H](C)CN(C(=O)Nc1ccc(F)cc1)[C@H](C)CO,5,1,0,-5,-3,0,x,5
C[C@@H]1CN([C@@H](C)CO)C(=O)c2cccc(NC(=O)Nc3cccc4ccccc34)c2O[C@@H]1CN(C)Cc1ccc2c(c1)OCO2,1,2,x,x,x,-2,-11,x
O=C(NCc1nc2ccccc2[nH]1)C1CCCCC1,x,18,-2,5,x,-14,-11,-3
O=C(Cc1ccc(Cl)cc1)NC1CCS(=O)(=O)C1 (stereo unspecified),4,-17,-2,0,2,0,-6,2
O=c1cc(N2CCN(c3ccccc3Cl)CC2)[nH]c(=O)n1Cc1ccc(F)cc1,6,1,-1,2,-2,21,4,3
O=C(CCN1C(=O)c2ccccc2C1=O)Nc1sc2c(c1C(=O)NCc1ccco1)CCCC2,8,x,x,1,-4,x,-8,x
C[C@@H]1CN([C@@H](C)CO)C(=O)Cc2cc(NC(=O)Cn3cnnn3)ccc2O[C@H]1CN(C)S(C)(=O)=O,2,10,x,x,-2,-12,-16,x
COc1cccc(-c2cnc3c(c2)C(=O)N([C@@H](C)CO)C[C@@H](C)[C@@H](CN(C)C(=O)CN(C)C)O3)c1,-10,-6,-6,x,11,3,x,-3
O=C(Nc1ccc(Oc2cccnc2)cc1)C1CCN(Cc2ccc(F)cc2)CC1,x,11,2,1,4,19,13,-2
CC(=O)N(C)C[C@@H]1Oc2cc(-c3ccccc3F)ccc2S(=O)(=O)N([C@@H](C)CO)C[C@H]1C,6,-5,2,0,-1,-9,x,-4
COC(=O)C1=C(C)OC(N)=C(C#N)C1c1c(C)nn(-c2ccccc2)c1Cl (stereo unspecified),-3,x,x,-1,-6,x,3,x
O=C1[C@H]2[C@@H](c3ccc(F)cc3)N3C(=O)N(c4cccc(Cl)c4)C(=O)[C@@]3(Cc3ccc(Cl)cc3)[C@H]2C(=O)N1C1CCCCC1,0,17,1,-6,0,-7,15,-1
COc1ccc(S(=O)(=O)N2CCCCN3[C@H](CO)[C@H](c4ccc(C#CC5CC5)cc4)[C@H]3C2)cc1,2,-6,x,x,1,4,8,x
C[C@H](CO)N1C[C@H](C)[C@H](CN(C)C(=O)Nc2ccccc2)OCCCC[C@H](C)Oc2ccc(NC(=O)Nc3ccc(F)cc3)cc2C1=O,-6,41,-4,x,2,-7,-1,-128
CCNc1sc(C(=O)OCC)c(N)c1C#N,1,0,-3,-2,x,0,-7,-7
CNC[C@H]1Oc2ncc(-c3cccc(C(=O)N(C)C)c3)cc2C(=O)N([C@@H](C)CO)C[C@H]1C,7,-9,-2,-3,-1,1,-10,1
Cc1cc(C)c(C(=O)C(C)OC(=O)c2ccccn2)cc1C (stereo unspecified),-1,3,-1,x,-3,x,-6,4
COc1ccc(-c2cc(C(F)(F)F)n3nc(C(=O)Nc4c(C)n(C)n(-c5ccccc5)c4=O)cc3n2)cc1,1,6,-1,x,x,-1,-48,-5
COc1ccc(S(=O)(=O)Nc2ccc3c(c2)C(=O)N([C@@H](C)CO)C[C@@H](C)[C@H](CN(C)Cc2ccc(C(F)(F)F)cc2)OCCCC[C@@H](C)O3)cc1,-3,17,1,-3,0,11,27,13
CC(C)NC(=O)N(C)C[C@H]1Oc2ncc(Br)cc2C(=O)N([C@H](C)CO)C[C@@H]1C,6&7,3&0,-2&1,2&5,-7,-1&-8,-7,-9&4
COc1cccc(NS(=O)(=O)NC(=O)c2c(C)[nH]c3ccccc23)c1,5,-4,-4,6,2,x,-8,-2
Cn1cnnc1SC/C(O)=C(\C#N)c1nc2ccccc2[nH]1,10,1,-2,-18,x,-1,14,2
O=C(C(=O)N1CCOCC1)c1c[nH]c2ccccc12,14,25,1,-4,x,-2,9,1
O=C(CC1CC1)N1CC(=O)N2[C@H](C1)[C@H](c1ccc(C#Cc3ccccc3)cc1)[C@@H]2CO,1,9,-2,x,x,0,x,22
CCCOC(=O)c1c(NC(=O)CCC(=O)O)sc2c1CCCCC2,2,5,-1,14,x,7,-3,2
Cc1ccc(/C=C/C(=O)Nc2sc(C)c(C)c2C(=O)OC(C)C)o1,x,6,x,-3,10,x,-13,x
Nc1nonc1-n1nnc(C(=O)N/N=C/c2c[nH]c3ccccc23)c1-c1ccccc1,0,9,-6,-2,3,9,x,-7
O=C(CCNC(=O)c1ccc(Br)cc1)NC1CCCc2ccccc21 (stereo unspecified),-23,34,2,8,4,-34,17,-4
COCC(=O)N1C[C@@H]2[C@H](c3ccccc31)[C@@H](CO)N2Cc1cc(F)ccc1F,-5,14,-2,-7,-2,10,10,-34
CCCCOc1ccccc1C1NC(=O)CCC1[N+](=O)[O-] (stereo unspecified),-7,-4,0,-2,-4,17,-7,-1
C[C@H](O)C#Cc1cnc2c(c1)C(=O)N([C@H](C)CO)C[C@@H](C)[C@H](CN(C)CC1CCCCC1)O2,0,8,0,-5,1,7,x,-5
O=C(Nc1cccc(F)c1)N1CC(=O)N2[C@H](CO)[C@@H](c3ccc(C#CC4CC4)cc3)[C@@H]2C1,10,-1,0,x,x,5,x,-13
Cc1ccc2nc(NC(=O)CCCC(=O)O)sc2c1,x,u,3,-1,x,81*,2,5
Clc1ccc2nc(C3CCCCC3)c(Cc3ccccc3)n2c1,-11,-21,-2,2,2,4,1,-1
O=S(=O)(c1cccs1)N1CCCCN2[C@H](CO)[C@H](c3ccc(C4=CCCCC4)cc3)[C@@H]2C1,-22,x,3,x,-1,12,46,11
CN1CCN(C(=O)C2=C[C@@H](c3ccc4c(c3)OCO4)C[C@@H](OCc3ccc(CO)cc3)O2)CC1,-7&4,9,6&6,-7,-3&-1,-2&6,5&-17,-17&0

# The listing continues:
SMILES,PGC1a acetyl inh,LGR2 inh,ERAP1 HTS inh,FN deposit inh,PglD inh,EWS-Fli inh,PAX8 inh HTS,S100A4 inh HTS
CC(C)(C)[S@@](=O)N1Cc2cc(C(=O)O)nc(-c3cccc(-c4cccc(F)c4)c3)c2[C@H]1CCO,1,-7,-3,1,x,x,-26,-10
O=C(CN1C(=O)S/C(=C\C=C\c2ccccc2)C1=O)Nc1cccc(O)c1,9,23,x,1,-23,x,-80,x
Cc1ccc(NC(=O)CSCC(=O)Nc2cc(S(=O)(=O)N3CCOCC3)ccc2OC(C)C)cc1,-3,-8,0,5,4,9,10,2
O=C(c1cc(-c2cccs2)on1)N1CCN(c2ccccc2)CC1,-13,-89,1,x,-5,39,x,5
C#CCN(C[C@H]1[C@H](OC(=O)NCc2ccc(OC)c(OC)c2)[C@H](OC(=O)NCc2ccc(OC)c(OC)c2)C[C@@H](C(=O)OC)[C@H]1C(=O)OC)S(=O)(=O)c1ccc(C)cc1,-10,-2,-2,10,2,13,8,-6
COC(=O)c1sc2ncccc2c1OCc1cccc(Cl)c1,-3,x,x,-6,7,x,8,x
Cc1ccc(N2CC(C(=O)NCCS(=O)(=O)N3CCN(c4ccc(F)cc4)CC3)CC2=O)cc1 (stereo unspecified),1,-1,0,0,-1,5,3,1

# Two of the compounds above, as tab-separated lines:
compound	PGC1a acetyl inh	LGR2 inh	ERAP1 HTS inh	FN deposit inh	PglD inh	EWS-Fli inh	PAX8 inh HTS	S100A4 inh HTS
C#CCN(C[C@H]1[C@H](OC(=O)NCc2ccc(OC)c(OC)c2)[C@H](OC(=O)NCc2ccc(OC)c(OC)c2)C[C@@H](C(=O)OC)[C@H]1C(=O)OC)S(=O)(=O)c1ccc(C)cc1	-10	-2	-2	10	2	13	8	-6
COC(=O)c1sc2ncccc2c1OCc1cccc(Cl)c1	-3	x	x	-6	7	x	8	x
